High-throughput results (PubChem)
Tb PGK inh – qHTS Assay to Find Inhibitors of Phosphoglycerate Kinase. Phosphoglycerate kinase, glycosomal (Trypanosoma brucei brucei), P07378. PGK/GAPDH coupled, Kinase-Glo luminescence, 60 min. Potency, µM (highest dose often 57.5 µM), without a hit: at the top dose activity change, negative = inhibition, actives largely listed as inhibitors. hit rate 0.043% among 380,000; further: potency means the concentration at half of the fitted maximal effect; on the % scale 0 is the no-effect control and ±100 the full control effect; nearly all actives have a fitted effect of over 60% in size
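Recombinant glycosomal PGK reaction used 1,3-bisphosphoglycerate generated in-well by GAPDH (100nM final) in 100mM TEA pH 7.6, 5mM MgCl2, 0.01% Tween-20. After 60 minutes at room temperature, ATP was read by Kinase-Glo Plus luminescence end-point.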
POLH inh – qHTS for Inhibitors of Polymerase Eta. recombinant Pol eta, fluorescent DNA replication assay. Potency, µM (highest dose often 114 µM), inactives show top-dose activity change, negative = inhibition, hits mostly inhibitors. hit rate 1.2% among 390,000. AID 588591, 2011; further: potency means the concentration at half of the fitted maximal effect; on the % scale 0 is the no-effect control and ±100 the full control effect
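Pol eta at 10 nM preincubated with compounds 15 min at room temperature; reaction started with fluorescent substrate (50 nM final) and read kinetically at 0 and 10 min.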
POLB inh – qHTS Assay for Inhibitors of DNA Polymerase Beta; Pol beta primer extension/strand displacement, fluorescence kinetic; Potency, µM (top dose mostly 114 µM), for the others: top-dose activity change, negative = inhibition, most hits filed as inhibitors; hit rate 1.3% among 340,000; further: potency means the concentration at half of the fitted maximal effect; on the % scale 0 is the no-effect control and ±100 the full control effect
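Pol beta (10 nM) was preincubated with compound for 15 min at room temperature. The reaction was then started with 50 nM substrate and read immediately and after a further 10 min at room temperature.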
APEX1 inh – qHTS Assay for Inhibitors of the Human Apurinic/apyrimidinic Endonuclease 1 (APE1); DNA repair nuclease/redox regulator APEX1 (Homo sapiens), P27695; recombinant APE1, TAMRA/BHQ-2 abasic DNA cleavage fluorescence; hit rate 0.35% among 350,000; Potency, µM (top dose mostly 65.8 µM), inactives show at the highest dose activity change, negative = inhibition, most hits filed as inhibitors;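 further: potency means the concentration at half of the fitted maximal effect; plate controls were vehicle for no effect and reference inhibitor for full effect; nearly all actives have a fitted effect of over 55% in size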
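Endonuclease cleavage of a quenched abasic-site DNA duplex (50 nM) by APE1 (0.75 nM) was tracked by TAMRA dequenching. Compounds were preincubated with enzyme 15 min at room temperature; data normalized to buffer-only and DMSO wells plus NSC13755 control.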
BLM inh – qHTS Assay for Inhibitors of Bloom's syndrome helicase (BLM); recombinant BLM DNA unwinding, fluorescence dequenching; Potency, µM (series often up to 56.1 µM), without a hit: top-dose activity change, negative = inhibition, actives largely listed as inhibitors; hit rate 0.2% among 350,000;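 further: potency means the concentration at half of the fitted maximal effect; plate controls were vehicle for no effect and no enzyme for full effect; nearly all actives have a fitted effect of over 35% in size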
Pol iota inh – qHTS for Inhibitors of Polymerase Iota; DNA polymerase iota (Homo sapiens), Q9UNA4; Pol iota fluorescent replication assay, 10 min; Potency, µM (highest dose often 115 µM), for inactives: top-dose activity, negative = inhibition, most hits filed as inhibitors; hit rate 1% among 390,000; AID 588590, 2011; further: potency means the concentration at half of the fitted maximal effect
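Pol iota at 10 nM preincubated 15 min with compounds at room temperature; reaction started with fluorescent substrate, 50 nM final. Fluorescence read kinetically at 0 and 10 min; buffer-only wells as negative control.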
Apoferritin bind – qHTS Assay for Identification of Novel General Anesthetics. apoferritin/1-aminoanthracene competitive binding, fluorescence. Potency, µM (top dose mostly 77.5 µM), inactives show at the top dose activity change, negative = displacement, actives largely listed as inhibitors. hit rate 0.074% among 350,000; further: potency means the concentration at half of the fitted maximal effect; on the % scale 0 is the no-effect control and ±100 the full control effect; nearly all actives have a fitted effect of over 20% in size
Target sequence (P02791 2-175 limits assumed): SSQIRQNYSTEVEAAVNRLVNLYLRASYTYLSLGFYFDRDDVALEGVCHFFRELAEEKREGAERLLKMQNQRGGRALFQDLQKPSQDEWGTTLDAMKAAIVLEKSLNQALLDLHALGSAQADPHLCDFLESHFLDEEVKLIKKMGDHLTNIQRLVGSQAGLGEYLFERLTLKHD
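Probe: 1-aminoanthracene (50% saturated, PBS). Protein: horse-spleen apoferritin, 10 uM. Incubation: 10 min, room temperature. Detection: 380 nm excitation, 535 nm emission. Analysis: normalized response, four-parameter Hill.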
RXFP1 antagonist – qHTS Assay for Antagonists of the Relaxin Receptor RXFP1 | HEK293-RXFP1, relaxin-stimulated cAMP HTRF, 30 min; stronger effect = lower value | Relaxin receptor 1 (Homo sapiens), Q9HBX9 | hit rate 0.59% among 350,000 | activity change, negative = inhibition, % at 57.5 µM;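 active means activity change of -60% or lower, but not beyond a set lower limit; inconclusive means change between -60% and -40%, or beyond the set limit; inactive means change above -40%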; further: on the % scale 0 is the no-effect control and ±100 the full control effect
Target sequence (Q9HBX9 whole entry, looked up): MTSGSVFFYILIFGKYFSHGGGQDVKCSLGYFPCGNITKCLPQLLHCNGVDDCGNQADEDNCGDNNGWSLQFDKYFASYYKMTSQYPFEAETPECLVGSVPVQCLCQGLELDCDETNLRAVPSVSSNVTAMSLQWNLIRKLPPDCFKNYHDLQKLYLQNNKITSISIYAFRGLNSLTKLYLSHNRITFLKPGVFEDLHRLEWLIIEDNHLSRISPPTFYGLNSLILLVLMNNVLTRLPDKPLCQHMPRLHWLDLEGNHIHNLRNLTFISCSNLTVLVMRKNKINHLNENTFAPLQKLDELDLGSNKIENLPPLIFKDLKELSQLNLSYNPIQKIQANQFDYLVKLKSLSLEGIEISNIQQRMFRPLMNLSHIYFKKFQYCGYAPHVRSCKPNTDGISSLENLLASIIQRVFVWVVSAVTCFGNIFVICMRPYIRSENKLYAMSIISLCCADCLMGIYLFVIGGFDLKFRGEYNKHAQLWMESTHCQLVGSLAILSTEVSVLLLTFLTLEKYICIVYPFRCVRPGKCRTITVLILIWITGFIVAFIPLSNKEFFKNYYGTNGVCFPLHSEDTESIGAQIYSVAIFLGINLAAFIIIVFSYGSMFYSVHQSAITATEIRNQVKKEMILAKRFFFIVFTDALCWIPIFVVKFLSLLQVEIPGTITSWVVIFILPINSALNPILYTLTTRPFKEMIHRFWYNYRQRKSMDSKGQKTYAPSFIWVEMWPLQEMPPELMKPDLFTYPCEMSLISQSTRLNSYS
Pol kappa inh – qHTS for Inhibitors of Polymerase Kappa; DNA polymerase kappa (Homo sapiens), Q9UBT6; purified Pol kappa, fluorescent DNA synthesis assay, 10 min; Potency, µM (series often up to 107 µM), for inactives: top-dose activity, negative = inhibition, hits mostly inhibitors; hit rate 0.53% among 400,000; AID 588579, 2011; further: potency means the concentration at half of the fitted maximal effect; on the % scale 0 is the no-effect control and ±100 the full control effect
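Kinetic fluorescence readout at 0 and 10 min followed reaction start with substrate at 50 nM final. Beforehand, enzyme (10 nM Pol kappa) stood 15 min with compound at room temperature; buffer-only wells were negative controls.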
Numbers without * were called inactive; i = inactive; ? = inconclusive; · = not tested or not shown; & = joins results of further samples; [ ] = remark or other dose. Unless noted, the call rests on the fitted dose curve; in most records, active means well fitted curve in the direction sought with a large enough effect; inconclusive means small, poorly fitted or top-dose-only effect, or another doubt; inactive means no such curve, though single readings can be large; an effect the other way counts as inactive or inconclusive. Not all compounds are listed. The share of hits here may be higher or lower than overall.

SMILES	Tb PGK inh	POLH inh	POLB inh	APEX1 inh	BLM inh	Pol iota inh	Apoferritin bind	RXFP1 antagonist	Pol kappa inh
C/C(=N/NC(=O)C1CCN(S(=O)(=O)c2ccc(C)cc2)CC1)c1cccc([N+](=O)[O-])c1	i	-15%	4%	8%	-3%	?	-1%	-17	?
COc1ccccc1C(=O)NCCn1cc(SCc2ccc(C)cc2)c2ccccc21	2%	-14%	-1%	·	-11%	5%	104%[activator]	·	-4%
CCCCC(CC)CNC(=O)Cn1c(=O)[nH]c2ccsc2c1=O (stereo not given)	-3%	-16%	-9%	-2%	-1%	58%[activator]	?	-2	7%
O=C(NCCN1CCOCC1)c1ccccc1Oc1ccccc1	7%	-11%	8%	1%	3%	7%	-2%	4	1%
CN(C)S(=O)(=O)N1CCN(c2ccc([N+](=O)[O-])c(N3CCOCC3)c2)CC1	-3%	-16%	-1%	4%	0%	10%	-19%	-1	-8%
Cc1ccc(S(=O)(=O)N(CC(=O)NCCSc2ccc(Cl)cc2)c2cccc(Cl)c2)cc1	i	-16%	-1%	·	-10%	-7%	176%[activator]	·	8%
CCCc1cc(C(=O)Nc2cnn(Cc3ccc(F)cc3)c2)no1	0%	-19%	-20%	-7%	-5%	21%	-6%	-13	-10%
O=C(NN=C1C2CC3CC(C2)CC1C3)c1cc(Cl)ccc1O	-7%	-1%	11%	-2%	2%	-3%	-9%	4	-16%
CC(C)(C)n1ncc2c(=O)n(CC(=O)NCc3ccco3)cnc21	10%	?	5%	-7%	-4%	8%	10%	-6	6%
O=C(CNC(=O)c1cccc(Cl)c1)NCCCSc1ccccc1	-6%	-22%	·	0%	·	5%	·	7	-13%
CCc1ccc(NC(=O)c2nc3nc(C)cc(C(F)F)n3n2)cc1	-4%	14%	-8%	·	-1%	-26%	-2%	1	-13%[60.1 µM]
CCn1c(CCCNC(=O)c2ccc(F)cc2)nc2ccccc21	-3%	-22%	3%	-3%	3%	14%	-5%	-8	-20%
Cc1cc(C)c2c(N)c(C(=O)c3ccc(Cl)cc3)sc2n1	-3%	3%	7%	11%	-20%	11%	-10%	14	-10%
CCn1c(SCc2ccc(F)cc2)nc2ccccc2c1=O	0%	-2%	-22%	46%[activator]	-8%	92%[activator]	1%	-25	-10%
CCc1nc2ccccc2c(C(=O)OCc2nc3ccccc3c(=O)[nH]2)c1C	-3%	-15%	·	28%	·	-12%	·	12	-7%
O=C(c1cccc(F)c1)N1CCC(O)(c2cccnc2)CC1	-8%	-8%	4%	0%	-2%	-13%	-9%	-1	0%
CCCCn1c(SCC(=O)c2c(N)n(C3CC3)c(=O)[nH]c2=O)nc2cc(S(N)(=O)=O)ccc21	-10%	2%	·	4%	·	?	·	5	-5%
COc1ccnc(Oc2ccc(F)cc2)c1C#N	-4%	-6%	-3%	0%	-2%	12%	-4%	7	0%
COc1ccccc1Nc1cc(C(=O)NCCCN(C)c2ccccc2)c2ccccc2n1	-1%	-12%	-1%	·	-7%	-7%	391%[activator]	-7	-17%[60.1 µM]
Cc1ccc(NS(=O)(=O)c2cccc(C(=O)N3CCCCC3)c2)cc1	-2%	-19%	·	14%	·	7%	·	-5	-3%
COc1ccc(C(=O)OCc2cc(=O)n3ccsc3n2)cc1F	0%	?	·	-14%	·	?	·	-2	-13%
COc1cc(NC(=O)C2CCCO2)c(OC)cc1NC(=O)c1ccccc1 (stereo not given)	-4%	-7%	1%	0%	-5%	6%	3%	-2	-2%
N#CC1=C(N)OC2=C(CC/C2=C\c2ccc(F)cc2)C1c1ccc(F)cc1 (stereo not given)	·	·	-12%	1%	-1%	·	-18%	·	·
CCOC(=O)c1cc2c(=O)n3cccc(C)c3nc2n(Cc2ccco2)c1=NC(=O)c1cccnc1	-10%	20µM*	35µM*	11%	-16%	?	147%[activator]	-3	?
COC(=O)c1ccc(CSc2nnc(Nc3cccc(OC)c3)s2)o1	i	-17%	0%	2%	-5%	1%	?	-5	-4%

3 entries already listed, sorted by count of non-hydrogen atoms, low to high.
SMILES	Tb PGK inh	POLH inh	POLB inh	APEX1 inh	BLM inh	Pol iota inh	Apoferritin bind	RXFP1 antagonist	Pol kappa inh
Cc1cc(C)c2c(N)c(C(=O)c3ccc(Cl)cc3)sc2n1	-3%	3%	7%	11%	-20%	11%	-10%	14	-10%
CCc1ccc(NC(=O)c2nc3nc(C)cc(C(F)F)n3n2)cc1	-4%	14%	-8%	·	-1%	-26%	-2%	1	-13%[60.1 µM]
C/C(=N/NC(=O)C1CCN(S(=O)(=O)c2ccc(C)cc2)CC1)c1cccc([N+](=O)[O-])c1	i	-15%	4%	8%	-3%	?	-1%	-17	?

Record cards, from the list above. Values in the order: Tb PGK inh	POLH inh	POLB inh	APEX1 inh	BLM inh	Pol iota inh	Apoferritin bind	RXFP1 antagonist	Pol kappa inh
Listed for O=C(c1cccc(F)c1)N1CCC(O)(c2cccnc2)CC1 : -8%	-8%	4%	0%	-2%	-13%	-9%	-1	0%
Listed for COc1ccnc(Oc2ccc(F)cc2)c1C#N : -4%	-6%	-3%	0%	-2%	12%	-4%	7	0%
Listed for O=C(NCCN1CCOCC1)c1ccccc1Oc1ccccc1 : 7%	-11%	8%	1%	3%	7%	-2%	4	1%
Listed for COc1ccc(C(=O)OCc2cc(=O)n3ccsc3n2)cc1F : 0%	?	·	-14%	·	?	·	-2	-13%

Four compounds from above, sorted by the number in Pol kappa inh, descending.
Structure,Pol kappa inh
COc1ccnc(Oc2ccc(F)cc2)c1C#N,0%
CCCCn1c(SCC(=O)c2c(N)n(C3CC3)c(=O)[nH]c2=O)nc2cc(S(N)(=O)=O)ccc21,-5%
CCn1c(SCc2ccc(F)cc2)nc2ccccc2c1=O,-10%
O=C(CNC(=O)c1cccc(Cl)c1)NCCCSc1ccccc1,-13%

Next part:
SMILES	Tb PGK inh	POLH inh	POLB inh	APEX1 inh	BLM inh	Pol iota inh	Apoferritin bind	RXFP1 antagonist	Pol kappa inh
CC1CCN(C(=O)c2[nH]cnc2C(=O)NCC(=O)OCc2ccccc2)CC1	-8%	?	20%	44%	-2%	33%	-12%	·	8%
CNc1nc(NCc2ccccc2)nc(N)c1[N+](=O)[O-]	-6%	-6%	34%	-2%	-1%	14%	-10%	-25	0%
CC(=O)c1cccc(NC(=O)c2c(C)nn(-c3ccc(F)cc3)c2-n2cccc2)c1	-9%	-13%	-1%	·	-3%	11%	-16%	·	3%
CCC(=O)c1ccc(OCC(=O)O)cc1	-5%	0%	18%	1%	2%	7%	-7%	·	-9%
O=C(O)COc1ccccc1/C=C1\SC(=S)N(NC(=O)c2ccccc2O)C1=O	-17%	32µM*	·	15%	·	7.1µM*	·	·	32µM*
CCc1cccc(NS(=O)(=O)c2ccc3c(c2)oc(=O)n3C)c1	i	-11%	23%	-4%	-2%	14%	-15%	19	-9%
O=C(CSc1nnc(-c2ccccc2)c2ccccc12)NCC1CCCO1 (stereo not given)	·	·	6%	10%	-1%	·	-10%	·	·
Cc1ccc(-n2cc[nH]c2=S)c(C)c1	-11%	-15%	0%	5%	-10%	28%	-6%	-14	-7%
CCOc1ccc(C(=O)CN2CCN(S(=O)(=O)c3ccc(OC)cc3)CC2)cc1	-2%	-14%	5%	-1%	1%	-2%	-17%	-4	-10%
NC(=O)NCc1cccs1	-9%	-19%	33%[activator]	0%	-7%	2%	-2%	-5	0%
Cc1cc(=O)oc2cc(NC(=O)c3ccnn3C)ccc12	-7%	-7%	0%	16%	0%	34%[activator]	4%	-3	-1%
O=S(=O)(NCC1CCCO1)c1ccc(Br)s1 (stereo not given)	-4%	1%	4%	0%	-3%	15%	-14%	-6	-10%
CCOCCc1nnc(NC(=O)CN2C(=O)c3ccccc3C2=O)s1	·	3%	10%	0%	0%	1%	1%	11	-11%
CCN(C[C@H]1N[C@@](Cc2ccccc2)(C(=O)OC)[C@H]2C(=O)N(Cc3ccccc3)C(=O)[C@@H]12)C(=O)NC(C)C	-6%	-8%	·	49%[activator]	·	8%	·	·	-3%
COc1ccccc1NC(=O)CN(Cc1ccco1)C(=O)c1ccc(=O)[nH]c1	-2%	-16%	41%	13%	-1%	-12%	10%	-10	3%
CCC(C)Sc1oc(-c2ccco2)nc1S(=O)(=O)c1ccc(Cl)cc1 (stereo not given)	i	-1%	1%	·	-3%	?	-5%	-35	0%
CN(C)CCNc1nc(-c2ccccc2)nnc1C(F)(F)F	3%	-7%	37%	-3%	3%	8%	-16%	9	-4%
Cc1cc(C(=O)Nc2sc3c(c2C#N)CCCC3)no1	6%	-13%	3%	1%	3%	?	6%	7	-8%
Cc1cc(=O)oc(C)c1C(=O)Nc1ccc2nsnc2c1	i	-10%	9%	-1%	-3%	8%	0%	-10	-1%
NC(=O)c1cc(S(=O)(=O)NCc2ccc(Br)cc2)cs1	-8%&-7%	-17%&-19%	-1%&2%	-1%	-3%&0%	57%&18%[activator]	-10%&-1%	9	-7%&1%
COc1cc(OC)c(NC(=O)CSC2=Nc3ccccc3N=C(c3ccc(F)cc3)C2)cc1Cl	-6%	-16%	1%	·	-7%	9%	-10%	·	-2%[60.1 µM]
O=[N+]([O-])c1cc(S(=O)(=O)N2CCCC2)ccc1N/N=C/c1cccs1	-7%	-10%	?	5%	-5%	19%	?	2	2%
COc1ccc(C(c2nnnn2CC2CCCO2)N2CCN(c3ccccc3)CC2)cc1 (stereo not given)	7%	-7%	14%	-5%	-8%	-4%	-13%	-6	-14%
